From PubChem
SMARCA2 activ: activators of SMARCA2 function; MG213 cells, MMTV-luciferase reporter, dexamethasone, overnight; activation, % at 9.1 µM; actives 1% (n = 370,000); AID 652017; in the data active means activation above about 7.8%;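 further: 0% = vehicle wells and 100% = reference activator wells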
DAX1 inh-1: inhibitors of human orphan nuclear receptor DAX1 (NR0B1). actives 0.99% (n = 340,000). inhibition, % at 6.75 µM. AID 504766. HEK293 Gal4-DAX1 luciferase reporter, luminescence;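 active means inhibition above the mean over all tested compounds plus 3 SD, cut at about 4.2% in these data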;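 further: 0% = DAX1-transfected cells with DMSO and 100% = empty-vector control cells with DMSO; inhibition shows as a rise in luminescence from relieved DAX1 repression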
hgDAF12 agonist: hgDAF-12 agonism, primary luciferase screen; HEK293 GAL4-hgDAF12 UAS-luciferase reporter, agonist luminescence; normalized to butyrate control; activation, % at 6.8 µM; actives 1.8% (n = 370,000); AID 687014;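 active means activation above a cutoff set at the mean of all screened compounds plus 3 SD, cut at about 10% in these data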;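 further: 0% = DMSO wells and 100% = sodium butyrate wells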
ssDAF-12 act: activates DAF-12 receptor from parasite S. stercoralis. activation, % at 6.8 µM. HEK293 ssDAF-12/GRIP1 lit1-tk-luc reporter, luminescence; % of 3 µM dafachronic acid response. actives 1% (n = 370,000). AID 652126;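 active means activation above the mean over all tested compounds plus 3 SD, cut at about 0.9% in these data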;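 further: 0% = DMSO-only wells and 100% = 3 µM delta7-dafachronic acid wells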
GC-B act: GC-B (human) receptor activation; P20594; HEK293-GC-B cells, CNP EC30, cGMP TR-FRET; 0% at EC30 CNP, 100% saturating CNP; activation, % at 10 µM; actives 0.11% (n = 370,000); AID 1920062;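 active means activation at 10 µM reaching about 35% in either raw or pattern-adjusted values, limit read from the data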
Target sequence (P20594 whole entry, looked up): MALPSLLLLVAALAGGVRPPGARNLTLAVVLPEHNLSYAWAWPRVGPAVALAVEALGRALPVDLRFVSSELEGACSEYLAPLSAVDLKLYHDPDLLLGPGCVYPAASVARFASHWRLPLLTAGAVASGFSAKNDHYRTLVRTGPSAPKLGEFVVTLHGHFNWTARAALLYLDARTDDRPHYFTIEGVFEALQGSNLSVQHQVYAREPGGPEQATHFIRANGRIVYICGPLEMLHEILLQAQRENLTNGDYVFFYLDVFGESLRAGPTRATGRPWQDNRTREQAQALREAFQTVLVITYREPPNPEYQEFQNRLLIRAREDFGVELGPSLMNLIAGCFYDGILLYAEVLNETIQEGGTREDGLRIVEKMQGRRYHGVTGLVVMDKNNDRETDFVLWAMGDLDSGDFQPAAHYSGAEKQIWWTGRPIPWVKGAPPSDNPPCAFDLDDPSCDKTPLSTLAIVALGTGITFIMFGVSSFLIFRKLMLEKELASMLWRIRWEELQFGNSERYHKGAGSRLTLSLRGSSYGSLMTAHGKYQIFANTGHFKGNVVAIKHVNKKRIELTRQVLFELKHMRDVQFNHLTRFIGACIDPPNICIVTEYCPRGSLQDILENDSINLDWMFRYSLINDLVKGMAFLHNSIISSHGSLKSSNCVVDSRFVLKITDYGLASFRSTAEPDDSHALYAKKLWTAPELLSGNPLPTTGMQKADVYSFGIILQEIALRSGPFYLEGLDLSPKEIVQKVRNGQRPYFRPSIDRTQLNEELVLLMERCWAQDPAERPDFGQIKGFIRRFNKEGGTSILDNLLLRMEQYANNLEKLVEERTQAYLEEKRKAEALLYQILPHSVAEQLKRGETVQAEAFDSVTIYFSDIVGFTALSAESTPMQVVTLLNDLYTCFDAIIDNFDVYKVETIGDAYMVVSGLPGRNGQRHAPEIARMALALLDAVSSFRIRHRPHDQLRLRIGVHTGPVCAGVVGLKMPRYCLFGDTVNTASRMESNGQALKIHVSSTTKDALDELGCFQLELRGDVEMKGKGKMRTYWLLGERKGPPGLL
GC-A act: GC-A (human) enzyme activation; AID 1671463; actives 0.14% (n = 370,000); activation, % at 10 µM; HEK293 GC-A cells, cGMP TR-FRET, EC30 ANP; 0% at EC30 ANP, 100% saturating ANP; in the data active means activation above about 40%
KLK7 zymogen act: activators of human kallikrein-7 zymogen | actives 0.9% (n = 370,000) | activation, % at 7 µM | purified proKLK7, EDANS-DABCYL substrate fluorescence; 100% is mature enzyme control, 0% vehicle | AID 652039 | P49862;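 active means activation above the mean of all tested compounds plus 3 SD, computed per campaign excluding outliers beyond control limits, cut at about 13% in these data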
HGIII-sPLA2 inh: Inhibits HGIII-sPLA2 liposome hydrolysis, primary screen. Q9NZ20. QFRET BODIPY PC-A2 liposome hydrolysis, fluorescence. inhibition, % at 12.2 µM. actives 0.56% (n = 370,000);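 active means inhibition above mean plus 3 SD of compounds lying within the high and low control bounds, cut at about 19% in these data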;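 further: 0% = median of test compound wells and 100% = no enzyme DMSO wells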
DAX1 inh-2: DAX1 (NR0B1) inhibition, primary screen | HEK293T StAR-luciferase reporter, SF-1/DAX-1 repression relief | inhibition, % at 6.8 µM | actives 1.1% (n = 370,000) | AID 652010;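 active means inhibition above the mean over all tested compounds plus 3 SD, cut at about 3.6% in these data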;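 further: 0% = DAX-1 cells with DMSO and 100% = cells lacking DAX-1 with DMSO; higher inhibition means more luminescence from relief of DAX-1 repression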
GAA850 FXN act: activators of GAA850 frataxin (FXN) promoter; HEK293 lucGAA850 FXN promoter luciferase reporter, 24 h; percent of 10 µM SAHA response; activation, % at 6 µM; actives 0.56% (n = 360,000); AID 540364;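 active means activation above the average of all compounds screened plus 3 SD, cutoff fixed separately per campaign, cut at about 7.5% in these data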;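 further: 0% = DMSO wells and 100% = 10 µM SAHA wells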
hcDAF-12 act: activators of H. contortus DAF-12 nuclear receptor; HEK293 hcDAF-12 lit1-tk-luc reporter, luminescence; 0% DMSO, 100% Δ7-dafachronic acid; activation, % at 6.8 µM; actives 1.4% (n = 370,000); AID 652067;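 active means activation above the mean of all tested compounds plus 3 SD, cut at about 5.5% in these data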;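 further: 100% = response to 3 µM Δ7-dafachronic acid high control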
* hit, by the source's call; x = not tested or not shown.

Molecule | SMARCA2 activ | DAX1 inh-1 | hgDAF12 agonist | ssDAF-12 act | GC-B act | GC-A act | KLK7 zymogen act | HGIII-sPLA2 inh | DAX1 inh-2 | GAA850 FXN act | hcDAF-12 act
CC1(C(=O)NS(=O)(=O)c2cccc(Cl)c2)CCN1C(=O)CC1CCCCC1 (configuration not stated) | -3 | x | -1.3 | -1.1 | 4 | -3 | -0.1 | -7 | 0.7 | 0.4 | 1.5
O=C(Nc1ccccc1)NC1(C(=O)NCc2cccs2)CCCCC1 | -2 | 0.2 | 0.2 | -1.6 | -5 | 0 | 0.7 | 0 | 0.8 | -1.4 | -0.7
CC(=O)N1N=C(c2ccc(Br)cc2)OC12CCCC2 | 0 | 4.4* | 0.4 | -1.8 | 3 | 1 | 0.0 | 7 | 0.8 | 2.6 | -0.9
COc1ccc(C(C)C)cc1-c1cncc(NC(C)=O)n1 | -3 | x | 3.2 | -1.0 | -2 | -3 | 0.4 | -2 | 1.0 | 0.6 | -1.0
CC(C)C(NC(=O)c1ccc(C(C)(C)C)cc1)C(=O)NCc1ccccn1 (configuration not stated) | -1 | -0.5 | -2.4 | -1.3 | 0 | -1 | 0.4 | -2 | -0.7 | 1.3 | -0.2
Cn1c(SCc2nc3ccccc3n2CCO)nc2ccccc21 | 1 | -0.2 | -1.6 | -0.8 | -2 | -2 | 0.0 | -6 | 0.9 | -1.7 | -1.8
Nn1c(SCc2ccccc2F)nnc1-c1ccccn1 | 6 | x | 6.6 | 0.3 | -1 | -6 | -0.1 | 16 | 1.7 | 3.7 | 0.4
OC1(C#CCCN2CCCCC2)c2ccccc2-c2ccccc21 | 0 | -0.4 | 4.8 | -0.4 | -3 | -1 | 0.7 | -12 | 2.2 | 1.2 | -1.4
O=C(NC(=O)c1ccccc1F)Nc1nc(-c2cccs2)cc(C(F)(F)F)n1 | -1 | 0.1 | 4.9 | -0.3 | 13 | 17 | -0.1 | 9 | -0.7 | 2.0 | 3.3
O=c1c(-c2ccnn2-c2cccc(Cl)c2)cnc2n1CCS2 | -3 | 0.5 | 4.3 | -0.9 | -1 | 2 | -0.9 | 5 | 0.2 | 0.6 | -1.5
Cc1cccc(-c2nc(Nc3cccc(O)c3)c3ccccc3n2)c1 | -1 | -0.7 | -3.3 | -1.4 | -16 | 2 | 0.8 | -45 | -1.1 | -0.1 | -3.2
c1ccc(-c2c[nH]c3ccc(OCCN4CCOCC4)c(-c4ccccc4)c23)cc1 | -4 | x | -2.4 | -1.7 | -4 | -3 | -0.3 | -30 | 0.1 | x | -0.7
COc1ccc(NC(=O)CN2CCC3(O)CCCCC3C2c2ccccc2OC)cc1 (configuration not stated) | -1 | x | -1.3 | -1.2 | 6 | 0 | -0.2 | -5 | 0.3 | x | -1.6
Cn1c(=O)n(C)c2cc(NC(=O)CCc3ccccc3)c(Br)cc21 | -3 | 0.7 | -0.9 | -1.4 | 8 | 4 | 0.1 | 2 | 0.2 | -0.8 | 0.1
COCC(=O)Nc1nnc(SCC(=O)N2CCCCC2)s1 | 6 | -0.5 | 1.8 | -1.2 | -1 | 1 | -0.5 | 1 | 0.3 | 1.3 | 1.9
O=C(NCc1ccc2c(c1)OCO2)c1sccc1Br | 1 | 1.5 | 1.7 | -1.6 | 9 | 7 | -0.5 | -5 | 0.3 | 2.7 | -1.4
CCCCCn1c(=O)[nH]c2cc(C(=O)N3CCN(Cc4ccc5c(c4)OCO5)CC3)ccc2c1=O | -4 | -3.6 | -7.2 | -2.3 | -7 | 0 | -0.4 | -7 | -2.7 | 1.0 | -3.6
CCCN1C(=O)c2ccccc2NC1c1ccc(OC)cc1O (configuration not stated) | -2 | -0.9 | -6.7 | -2.1 | -3 | 4 | 19* | -11 | -1.7 | -8.0 | -3.6
O=c1[nH]c(/C=C/c2ccccc2Cl)nc2ccccc12 | 8.6* | 1.9 | 14* | -0.3 | -4 | -11 | -16 | -1 | 2.1 | 5.2 | 1.6
O=C(NCc1ccco1)c1ccc(Cl)s1 | 0 | 0.1 | -0.4 | -1.9 | -3 | 0 | -0.1 | -4 | -0.1 | 1.8 | -0.8
Cc1cc(C(=O)N2CCN(Cc3ccccc3)CC2)on1 | -2 | 0.0 | -3.9 | -1.2 | 0 | 0 | 0.8 | 7 | 0.3 | 0.6 | 1.7
COc1ccc([C@H]2CC(=O)C=C(c3ccc4c(c3)OCCO4)C2)cc1 | 8.3* | 0.8 | 3.7 | -1.2 | -1 | -2 | -1.6 | -5 | 0.1 | 0.5 | -0.1
N#CC1=C2SCN(c3ccc(F)cc3)CN2C(=O)CC1c1cccc(F)c1 (configuration not stated) | 0 | 1.5 | 6.3 | -0.5 | -17 | -2 | 0.0 | -8 | 0.5 | 2.3 | -1.2
CN(c1ccccc1)S(=O)(=O)c1ccc(Cl)c(C(=O)OCC(=O)NC2CCS(=O)(=O)C2)c1 (configuration not stated) | -4 | -1.2 | 4.9 | -0.9 | 3 | -11 | -0.5 | -4 | 0.0 | 0.7 | 0.0
Cn1c(SCC(=O)N/N=C/C=C\c2ccco2)nc2ccccc21 | 2 | 0.2 | 0.4 | -1.9 | 2 | 0 | 0.0 | -8 | 0.4 | 0.1 | -0.8
O=C(OCc1cn(-c2ccc(Cl)cc2)nn1)c1ccccc1 | 0 | 1.1 | 0.4 | -1.2 | -5 | 2 | -0.3 | -2 | -0.2 | 0.3 | 0.0
CC(C)c1ccc(Nc2c([N+](=O)[O-])c(=O)n(C)c3ccccc23)cc1 | 1 | -1.7 | -1.9 | -2.4 | -3 | 2 | -0.5 | 2 | -0.5 | 0.6 | -0.8
CC(CCc1ccccc1)NC(=O)CSc1cccc[n+]1[O-] (configuration not stated) | -2 | 1.0 | 5.8 | -1.7 | 8 | -2 | 0.2 | -3 | 0.1 | 0.6 | -1.4
c1cc2c(cc1C1=NNC(=NC3CC3)SC1)OCCO2 | -6 | -8.9 | -2.5 | -3.0 | -2 | 0 | 0.0 | 4 | -1.1 | -13 | -2.6
CCC(C)[C@H](NC(=O)N1CCC(C)CC1)C(=O)OC (some centres not stated) | -2 | 1.1 | -1.3 | -1.4 | 5 | 5 | 0.1 | 17 | -0.1 | 0.1 | -2.8
COc1cccc(NC(=O)c2ccccc2OCc2c(C)noc2C)c1 | -2 | -0.2 | 4.4 | -1.6 | 1 | -2 | -0.3 | 8 | -1.5 | -1.0 | 0.4
COc1ccc(/C=C(\NC(=O)c2ccc(OC)c(OC)c2)C(=O)NCCc2c[nH]c3ccccc23)cc1 | 1 | 0.2 | -3.2 | -0.6 | -1 | 2 | 6.5 | -38 | -0.6 | 0.1 | 0.5
Cc1ccc(CNc2ccc(N3CCN(C)CC3=O)cc2)cc1 | 1 | 0.3 | 0.6 | -0.7 | 2 | 1 | -0.3 | -4 | 0.6 | 1.7 | -0.2
CC(C)(C)c1cnnn1-c1ccc(NC(=O)c2ccc(Br)o2)cc1 | 3 | -0.5 | -0.6 | -1.6 | 1 | 5 | 0.0 | -5 | -1.5 | 0.6 | -1.6
CCNC(=S)N/N=C/c1ccc(OCc2ccc(C(=O)OC)cc2)cc1 | -1 | 0.8 | 0.1 | -1.5 | 0 | 7 | -3.2 | 0 | 1.2 | -0.9 | -0.4
Fc1ccccc1CSc1nnc(-c2cnccn2)n1Cc1ccco1 | 4 | -0.9 | 5.4 | -1.2 | -1 | -5 | -0.4 | 1 | 0.4 | 4.8 | 0.4
CCOC(=O)c1c(C)[nH]c(C)c1S(=O)(=O)N(C)CC(=O)NCc1ccc(C)cc1 | 0 | 0.3 | 0.8 | -1.2 | -5 | -1 | 0.5 | 1 | 0.4 | 1.7 | -2.5
CCCc1ccc2oc(C(=O)N(C)CCn3ccnc3C)c(C)c2c1 | -2 | -3.3 | -0.8 | -1.5 | 3 | -4 | -0.4 | -5 | -1.0 | 1.0 | -1.2
COC(=O)C1=C(C)N(Cc2cccc(C(F)(F)F)c2)C(=NCc2cc(OC)c(OC)c(OC)c2)NC1c1ccc(F)cc1 (configuration not stated) | -1 | x | 0.3 | -0.3 | -19 | -20 | 0.4 | -15 | 0.4 | x | 3.2
COc1cc(C(CC(=O)N2CCCC2)c2c(OC)cc(OC)c3c(-c4ccccc4)cc(=O)oc23)cc(OC)c1OC (configuration not stated) | 0 | 0.4 | -2.4 | -1.0 | 0 | 3 | -1.3 | -2 | -0.5 | 0.4 | -0.7
CCn1c(=O)c2ccccc2n(CC(=O)NC2CCCCC2)c1=O | -3 | 0.2 | 0.0 | -0.9 | -4 | 0 | 0.0 | 3 | 0.5 | 2.7 | -1.7
CC(C)c1ccc(CNc2ccc3c(c2)ncn3C)cc1 | 3 | 0.8 | 1.5 | -0.9 | 2 | 5 | 0.4 | -7 | 0.5 | 3.8 | -0.6
NC(=O)C1CCN(C(=O)CCC(=O)N2CCOc3ccc(Cl)cc32)CC1 | 0 | 1.5 | 2.3 | -0.1 | 1 | 7 | -0.4 | 17 | 1.2 | -2.1 | 1.1
COc1cccc(NC(=O)Cn2c3ccc(F)cc3c3nc4n(c(=O)c32)CCCS4)c1 | -2 | 0.0 | -0.9 | -1.2 | -7 | -2 | 0.2 | 9 | 0.1 | -8.1 | -2.0
CCCc1cc(=O)[nH]c(SCC(=O)Nc2cccc3ccccc23)n1 | -1 | -0.3 | -1.8 | -0.7 | -3 | 2 | -0.8 | -4 | -0.5 | 0.3 | -0.6
O=c1c2ccccc2[nH]c(=S)n1CCCN1CCN(C2CCCCC2)CC1 | 2 | 0.5 | -0.1 | -1.1 | 1 | 2 | 0.0 | 5 | 1.0 | 0.6 | -1.2
Cc1ccc(N=Nc2c(N)[nH]n3c(=O)cc(C)nc23)cc1 | 1 | -0.8 | -0.4 | -1.5 | -5 | 2 | 0.1 | -5 | 0.8 | 1.9 | 1.8
Cc1cc(NC(=O)CSc2nc(-c3ccccc3Cl)nc3c2c(=O)n(C)c(=O)n3C)no1 | 0 | -0.4 | 6.4 | -0.9 | -16 | -1 | -0.4 | 1 | 0.3 | 1.0 | -0.9
COc1ccccc1CNC(=O)Cc1ccc(C)cc1 | 1 | 2.8 | 5.0 | -1.3 | 5 | 0 | 0.1 | -3 | -0.1 | 3.6 | -0.2
O=C(O)Cn1nnc(-c2cccs2)n1 | 0 | 1.0 | 1.6 | -0.1 | -2 | 6 | 0.7 | 2 | 3.6 | -0.8 | -0.6
C[C@H](CO)N1C[C@H](C)[C@@H](CN(C)C(=O)Nc2ccc(C(F)(F)F)cc2)OCc2cn(nn2)CCCC1=O | -3 | x | -0.8 | -0.8 | 2 | 3 | -0.7 | 7 | -3.6 | x | -0.6
COc1ccc(S(=O)(=O)NC2CC3CCC2C3)cc1Cl (configuration not stated) | 1 | 0.6 | -1.6 | -2.3 | -1 | 4 | -0.2 | -17 | -0.5 | -0.4 | -0.3

Compounds as they come, and some 6.7% of all compounds hit somewhere here.
